# Diaph act CS – compounds boosting diaphorase resazurin reduction – biochemical, uHTS, resorufin fluorescence, counter-screen for diaphorase-coupled primary assays, primary screen; Diaphorase/resazurin coupled assay, 16 min; active compounds read high; 1 = vehicle wells, 0 = NADH-free wells; activation factor at 20 µM; hit rate 0.005% among 190,000; AID 1229, 2008;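 active = diaphorase activity raised at least twofold by the compound at 20 µM; inactive = activation factor below 2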
#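 Test system: Clostridium kluyveri diaphorase, purified enzyme. Buffer or medium: 50 mM HEPES pH 7.4 buffer plus MgCl2 and Tween 20. Also added: 0.114 mM NADH and 0.1 mM resazurin, final amounts. Dosing: compound 20 µM once, DMSO 1%. Schedule: 16 min enzyme reaction, ambient temperature. Detection: fluorescence of resorufin, 544 nm excitation, 590 nm emission.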
# TNAP inh no acc – human TNAP enzyme inhibitors, primary screen, biochemical, luminescent, no phosphate acceptor, uHTS; purified TNAP, CDP-star luminescence, 30 min; inhibition, % at 20 µM; hit rate 0.26% among 200,000; AID 1012, 2008;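 active = tissue-nonspecific alkaline phosphatase inhibition above about 50% at 20 µM in the single-dose screen, limit read from the data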;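 also: 0% = DMSO negative control and 100% = EDTA positive control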
# Target sequence (P05186 whole entry, looked up): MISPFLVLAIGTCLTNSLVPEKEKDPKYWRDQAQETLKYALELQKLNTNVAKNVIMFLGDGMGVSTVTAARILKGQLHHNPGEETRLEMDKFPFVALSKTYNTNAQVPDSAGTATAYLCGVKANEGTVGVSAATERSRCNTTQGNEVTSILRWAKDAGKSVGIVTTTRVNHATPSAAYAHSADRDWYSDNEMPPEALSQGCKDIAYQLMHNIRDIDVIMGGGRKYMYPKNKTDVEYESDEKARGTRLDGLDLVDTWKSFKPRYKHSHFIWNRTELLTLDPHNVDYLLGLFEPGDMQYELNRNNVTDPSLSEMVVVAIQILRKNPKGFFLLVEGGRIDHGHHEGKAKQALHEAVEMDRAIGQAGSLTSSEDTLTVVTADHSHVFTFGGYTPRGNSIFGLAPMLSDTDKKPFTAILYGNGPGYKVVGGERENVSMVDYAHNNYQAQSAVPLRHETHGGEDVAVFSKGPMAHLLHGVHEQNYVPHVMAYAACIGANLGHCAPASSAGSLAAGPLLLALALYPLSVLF
# PMI act satM6P – human PMI activators, high substrate, primary screen, biochemical, fluorescence intensity, near-saturating mannose 6-phosphate; Mannose-6-phosphate isomerase (Homo sapiens), P34949; coupled PMI enzyme assay, resazurin fluorescence, 20 min; active compounds read high; 1 = untreated enzyme, 0 = substrate-free blank; activation factor at 20 µM; hit rate 0.34% among 190,000; AID 1216, 2008;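 active = activation factor of 2 or more at 20 µM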
# Target sequence (P34949 whole entry, looked up): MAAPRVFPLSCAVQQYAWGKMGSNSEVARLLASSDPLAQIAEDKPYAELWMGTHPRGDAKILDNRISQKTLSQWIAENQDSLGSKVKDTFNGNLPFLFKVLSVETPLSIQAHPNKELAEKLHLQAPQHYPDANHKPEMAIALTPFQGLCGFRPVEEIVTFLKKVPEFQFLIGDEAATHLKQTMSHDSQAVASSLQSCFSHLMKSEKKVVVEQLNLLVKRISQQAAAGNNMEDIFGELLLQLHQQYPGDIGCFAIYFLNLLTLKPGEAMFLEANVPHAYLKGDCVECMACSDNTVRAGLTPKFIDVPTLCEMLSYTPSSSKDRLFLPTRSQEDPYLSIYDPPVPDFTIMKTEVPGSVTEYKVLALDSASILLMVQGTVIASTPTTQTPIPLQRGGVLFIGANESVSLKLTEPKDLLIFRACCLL
#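 Material: human phosphomannose isomerase with PGI, G6PDH, diaphorase coupling enzymes / Reagent: Man-6-P substrate 1.0 mM / Dosing: single compound dose of 20 µM, 1% DMSO final / Incubation: enzyme reaction with compound 20 min at room temperature / Signal: resorufin fluorescence (Ex 544/Em 590 nm) from resazurin via diaphorase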
# TNAP act hiacc – TNAP activators at high phosphate acceptor level, primary screen, biochemical, luminescence, uHTS; Alkaline phosphatase, tissue-nonspecific isozyme (Homo sapiens), P05186; activation factor at 20 µM; 200,000 tested, under 10 active; purified TNAP, CDP-star luminescence, 1 M DEA, 30 min; active compounds read high; 0 = EDTA background, 1 = DMSO-only activity;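 active = activation factor at least 2 at 20 µM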
#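 Control set: EDTA negative control, DMSO positive control / Assay system: human TNAP / Quantity: TNAP 1/800 final / Evaluation: TNAP activation factor scaled between EDTA and DMSO control wells / Measured by: luminescent substrate turnover signal / Compound dosing: one dose, 20 µM / Times: 30 min enzyme reaction at room temperature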
# Diaphorase inh – diaphorase inhibitors and chemical oxidizers, primary screen, counter-screen for diaphorase-coupled primary assays, biochemical, uHTS, resorufin fluorescence; hit rate 0.69% among 190,000; AID 1217, 2008; diaphorase resazurin-to-resorufin fluorescence, NADH, 16 min; bacterial (C. kluyveri) enzyme, not human; inhibition, % at 20 µM;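 active = primary screen inhibition at 20 µM above a set limit, cut at about 50% in these data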;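 also: plate controls were DMSO with full reaction for no effect and wells lacking NADH for full effect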
#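 Benchmarks: positive control wells lacking NADH, neutral wells with DMSO only. System: bacterial diaphorase enzyme (C. kluyveri). Input: 0.14 U/mL diaphorase, enzyme working solution. Detection: resorufin fluorescence, excitation 544 nm, emission 590 nm. Times: 16-min room-temperature incubation before reading.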
# bIAP inhibitor – bovine intestinal alkaline phosphatase inhibitors, primary screen, selectivity assay for TNAP inhibitor project, biochemical, bovine IAP, CDP-star luminescence | alkaline phosphatase, intestinal [Bos taurus] | purified bovine IAP, 30 min | inhibition, % at 20 µM | 190,000 tested, under 10 active | AID 1019, 2008;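 active = over 50% inhibition of intestinal alkaline phosphatase at 20 µM in the single-dose screen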
#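 Assay system: bovine IAP enzyme; medium: DEA buffer 100 mM, pH 9.8, with MgCl2 1.0 mM, ZnCl2 0.02 mM; doses: 20 µM single dose; incubation: enzyme reaction for 30 min at room temperature; detection: CDP-star luminescence signal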
# Lmaj promast – Leishmania major promastigote growth inhibition, primary screen | Leishmania major promastigotes, resazurin fluorescence viability | inhibition, % at 10 µM | hit rate 9% among 200,000; in the data active = inhibition above about 50%;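 also: promastigotes grown with compound for 44 hours at 28 °C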
# bIAP activator – bovine intestinal alkaline phosphatase activators, primary screen, biochemical, bovine IAP, CDP-star luminescence. alkaline phosphatase, intestinal [Bos taurus]. hit rate 0.17% among 200,000. activation factor at 20 µM. purified bovine IAP, 30 min; active compounds read high; fold of DMSO-control signal, blank-subtracted;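 active = activation factor of 2 or more at 20 µM, a signal rise over negative controls twice the positive control's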
# PMI activator – activators of human PMI, primary screen, biochemical, fluorescence intensity, near-Km mannose 6-phosphate; Mannose-6-phosphate isomerase (Homo sapiens), P34949; purified human PMI, coupled resazurin fluorescence, 20 min; active compounds read high; 1 = vehicle control, 0 substrate-free wells; activation factor at 20 µM; hit rate 0.005% among 190,000; AID 1214, 2008;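 active = activation factor of 2 or more at 20 µM, relative to plate controls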
# TNAP inh hiacc – human TNAP enzyme inhibitors, primary screen, biochemical, luminescent, high phosphate acceptor level, uHTS; Alkaline phosphatase, tissue-nonspecific isozyme (Homo sapiens), P05186; purified TNAP, CDP-star luminescence, 1 M DEA; inhibition, % at 20 µM; hit rate 0.03% among 200,000;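 active = over 50% inhibition of tissue-nonspecific alkaline phosphatase at 20 µM in the single-dose screen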;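 also: plate controls were DMSO wells for no effect and EDTA-quenched wells as full inhibition for full effect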
# An asterisk follows results filed as active; nt = not tested or not shown.
SMILES,Diaph act CS,TNAP inh no acc,PMI act satM6P,TNAP act hiacc,Diaphorase inh,bIAP inhibitor,Lmaj promast,bIAP activator,PMI activator,TNAP inh hiacc
COc1ccc(C2C(C(=O)N3CCN(c4ccccn4)CC3)CC(=O)N2c2ccc(OC)cc2)cc1 (configuration not stated),0.9,-13,1,1,9,-6,-3,1.1,1,-2
COc1ccc(F)cc1S(=O)(=O)N1CCN(Cc2ccc3c(c2)OCO3)CC1,0.9,-6,1,1,10,3,12,1,0.9,1
CC1(C)CC(=O)C2=C(C1)N(c1ccc(F)cc1)C(=O)C2(NC(=O)c1ccccc1)C(F)(F)F (configuration not stated),0.8,-22,0.9,1,15,1,-3,1,0.8,-4
CCN(CC)c1ccc(CNc2ccc(Br)cn2)cc1,0.9,-6,0.9,1,5,16,13,0.8,0.8,-1
COC(=O)c1ccc(C(=S)N2CCCCC2)cc1,0.9,-13,1.2,1.1,10,7,-4,0.9,1,-6
CC(C)Cn1c(-c2ccccc2)nc(=S)c2c1CCCC2,1,-1,1.1,1.1,0,26,5,0.7,1,-6
Nc1ccc(Cc2nc3cc4ccccc4cc3[nH]2)cc1,0.8,-9,0.8,1,18,7,32,0.9,0.9,0
CC1CCCCN1C(=O)COc1ccc2ccc(=O)oc2c1 (configuration not stated),0.9,-11,0.9,1,9,6,5,0.9,0.9,-2
COc1ccc(OC(=O)c2cccnc2)cc1,1,-13,1.1,1,3,6,-9,0.9,1,-5
O=c1c([N+](=O)[O-])c(NCCN2CCCCCC2)c2ccccc2n1-c1ccccc1,0.7,-4,1,1,33,10,12,0.9,0.9,0
Cc1ccc(S(=O)(=O)NCC(=O)N2CCN(c3ccccc3F)CC2)cc1,1.1,4,1.1,0.9,-10,-32,-4,1.3,1,7
O=C(CCC(=O)c1ccc(Br)cc1)Nc1cccc(C(F)(F)F)c1,0.8,-2,0.9,1,19,6,-10,0.9,0.9,0
N#Cc1c(N)sc(=S)c2c1CCN(Cc1ccccc1)C2,0.2,8,1.5,0.9,82*,35,nt,0.6,0.9,9
Cc1c(CCOC(=O)c2cc([N+](=O)[O-])ccc2Cl)sc[n+]1CCCCS(=O)(=O)[O-],0.9,-3,1,1,5,6,-9,0.9,0.9,2
CC(=O)c1sc(NC(=O)c2ccc(Cn3cc(Br)cn3)o2)nc1C,0.9,-16,1,1.1,13,6,1,0.9,0.9,-6
COc1ccc(C)c(NC(=O)C2CC(=O)NC3=C2C(=O)CCC3)c1 (configuration not stated),1,-11,0.9,1,2,-4,4,1,0.9,0
CCCc1nc(-c2ccccc2O)n(-c2ccccc2)n1,0.9,-10,0.9,1.1,7,4,4,1,0.9,-6
Cc1ccc(/C=N/NC(=O)CSc2nc3nc(C)cc(C)n3n2)cc1,0.9,-7,0.9,1,9,8,-2,0.9,0.9,0
COCCNc1c(-c2ccc(OC)cc2)nc2ccc(Cl)cn12,0.9,-12,1.1,1.1,12,3,76*,1,1.1,-7
CN(CCC#N)C(=S)NC(=O)c1ccc(S(=O)(=O)N2CCOCC2)cc1,0.9,-7,1,1.1,14,0,0,1,1.1,-5
CCCCSc1nnc([C@@H](NC(=O)OC(C)(C)C)C(C)C)o1,0.9,-15,1,1.1,12,4,32,1,1,-8
CCC(C)Sc1nnc(-c2c[nH]c3ccccc23)n1CCOC (configuration not stated),1,-9,1,1,1,8,11,0.9,0.9,-1
COc1ccccc1-c1ccc(SCc2cccc(F)c2)nn1,0.9,-9,1,1,7,18,11,0.8,1,-4
CCN1C(=O)CC(c2ccco2)Sc2ccccc21 (configuration not stated),0.9,-12,1,1,7,9,15,0.9,0.9,-1
O=C(Cc1coc(-c2ccc(F)cc2)n1)NC1CCCCC1,0.9,-10,0.9,1,10,4,-2,1,0.9,0

# Continued; the last four above are carried over.
SMILES,Diaph act CS,TNAP inh no acc,PMI act satM6P,TNAP act hiacc,Diaphorase inh,bIAP inhibitor,Lmaj promast,bIAP activator,PMI activator,TNAP inh hiacc
CCC(C)Sc1nnc(-c2c[nH]c3ccccc23)n1CCOC (configuration not stated),1,-9,1,1,1,8,11,0.9,0.9,-1
COc1ccccc1-c1ccc(SCc2cccc(F)c2)nn1,0.9,-9,1,1,7,18,11,0.8,1,-4
CCN1C(=O)CC(c2ccco2)Sc2ccccc21 (configuration not stated),0.9,-12,1,1,7,9,15,0.9,0.9,-1
O=C(Cc1coc(-c2ccc(F)cc2)n1)NC1CCCCC1,0.9,-10,0.9,1,10,4,-2,1,0.9,0
COc1ccccc1OCCn1cc(C(=O)O)c2ccccc21,1.1,-10,1,1.1,-6,4,-5,1,1,-6
CCNC(=S)N(Cc1cc2cc(C)ccc2[nH]c1=O)C1CCCC1,0.9,0,1,1,9,-11,36,1.1,0.9,1
CCCCc1c(C)[nH]c(C(=O)OCC)c1C,0.8,-6,0.8,1,20,4,-4,1,0.8,-2
O=C(CCCc1nc2ccccc2s1)NC1CCOC1=O (configuration not stated),1,-14,1.1,1,-2,0,-8,1,1.1,-3
Cc1ccc(NC(=O)Cn2nc(C)c3ccccc3c2=O)cc1,0.9,-8,1,1,15,3,-2,1,1,0
COC(=O)c1cc2ccc(OC)c(OC)c2c(=O)s1,0.8,-11,0.9,1,23,11,-1,0.9,0.8,-2
O=C(c1ccccc1C(=O)N1CCN(c2ccccc2)CC1)N1CCN(c2ccccc2)CC1,0.8,-4,0.8,1,23,3,-4,1,0.8,0
OCc1nc2ccccc2n1CCCOc1ccc(Br)cc1,0.9,-22,0.9,1,6,-194,29,2.9*,0.9,-1
c1csc(CNc2ccc3c(c2)OCCO3)c1,0.7,-14,1,1,32,4,3,1,1.2,-1
COC(=O)c1ccc(Cn2nc(C)c(Cl)c2C)o1,1,-8,1,1.1,-2,8,1,0.9,1,-5
Cc1c(N2C(=O)CSC2=S)c(=O)n(-c2ccccc2)n1C,0.9,-3,1,1,14,17,2,0.8,1,2
CCN(CC)S(=O)(=O)c1ccc(N(C)Cc2ccc(C(F)(F)F)cc2)nc1,1,-2,1,1.1,0,-1,-2,1,0.9,-7
N#Cc1ccsc1NC(=O)c1ccccn1,0.8,7,0.8,1,25,-23,-4,1.2,0.8,-1
COc1ccc(/C=C/c2c([N+](=O)[O-])c(=O)n(C)c(=O)n2C)c(OC)c1,1,-16,1,1,0,-16,11,1.2,1.1,-4
COc1ccc(-c2cnc(NCc3cc4c(cc3[N+](=O)[O-])OCO4)n2C)cc1,0.9,-4,1,1,8,2,98*,1,0.9,3
Cc1cc(NCCCn2ccnc2)n2ncc(-c3ccc(Cl)cc3)c2n1,1.2,-4,0.9,1,-16,-7,100*,1.1,0.9,1
Cc1cc(=O)n(-c2ccccc2Cl)[nH]1,1,-1,1.9,1,2,3,-2,1,1.9,-4
O=C(NCCc1c[nH]c2ccc(Cl)cc12)c1cccnc1,0.8,-9,1,1.1,20,22,10,0.8,0.9,-8
O=C(O)CSc1nnc(NC(=O)c2ccc3c(c2)OCO3)s1,1,-11,1.1,1,1,-4,-6,1,1.2,2
C=CCNC(=O)C1CCN(S(=O)(=O)c2ccc(Br)cc2)CC1,1,-8,1.1,1,-1,3,-6,1,1,-1
COCCN1C(=O)c2cc(C(=O)Nc3ccc(OC)c(OC)c3)ccc2C1Nc1ccc(OC)c(OC)c1 (configuration not stated),0.9,-3,0.8,1,8,-2,-4,1,0.9,-2
Cc1cc(C)c2nc(SCCC#N)nc(C)c2c1,0.9,2,1,1.1,8,2,5,1,1,-5
COC(=O)C1(C)Nc2ccccc2C(=O)N1c1ccccc1C (configuration not stated),0.9,-16,0.9,1,9,6,-5,0.9,0.9,2
O=C(Nc1ccc2c(c1)OCCO2)c1ccco1,0.8,-10,0.9,1,15,5,-1,0.9,0.9,-4
COc1cc(C(=O)Nc2ccc([N+](=O)[O-])cn2)cc(OC)c1OC,0.9,11,1,1,13,6,47,0.9,0.9,4
# Continued.
SMILES,Diaph act CS,TNAP inh no acc,PMI act satM6P,TNAP act hiacc,Diaphorase inh,bIAP inhibitor,Lmaj promast,bIAP activator,PMI activator,TNAP inh hiacc
CCN(c1c(C)n(C)n(-c2ccccc2)c1=O)S(C)(=O)=O,1,-9,1,1,4,12,-5,0.9,0.9,-4
Cc1ccc(CONC(=O)/N=C/N(C)C)cc1,1,-7,1.1,1,4,-2,-5,1,1.1,-3
COc1ccc(C(=S)NCS(=O)(=O)c2ccc(C)cc2)cc1,0.5,-10,1.2,1.1,49,0,-4,1,1.1,-8
CCOP(=O)(c1ccccc1)C1(O)CCCCC1 (configuration not stated),1.1,-9,1.1,1,-7,3,-2,1,1,-4
Cc1ccccc1NS(=O)(=O)c1cc(C(=O)NCCC2=CCCCC2)ccc1C,0.8,-11,1,1.1,22,13,31,0.9,0.9,-6
COc1ccc(C(=O)N/N=C(\Cc2ncc[nH]2)c2ccccc2)cc1,1,0,1,1,0,-14,16,1.1,1,2
Cc1ccc(C(=O)Nc2nc3ccccc3n3nnnc23)cc1,1,3,1.1,0.9,-2,7,-7,0.9,1,6
COc1ccc(CN2CN=C(Nc3nc4ccccc4s3)NC2)cc1,0.8,-8,0.9,1.1,23,6,-6,0.9,0.9,-6
COC(=O)c1cc(NC(=O)Nc2ccccc2OC)cc(C(=O)OC)c1,0.9,-6,0.9,1,8,-2,6,1,0.8,0
CCOc1nc(C)cc(C)c1S(=O)(=O)c1cccc(C)c1,0.8,-10,0.8,1.1,21,12,19,0.9,0.8,-8
CCOc1ccccc1CNCCO,1.1,-3,1.2,0.9,-11,-12,-3,1.1,1.2,6

# Source: PubChem BioAssay
